# Source: PubChem BioAssay (National Center for Advancing Translational Sciences (NCATS))
# Pf growth 96h = inhibits malaria parasite growth, 96 h; P. falciparum luciferase reporter growth, 96 h; Potency, µM (highest dose often 28.7 µM), without a hit: at the highest dose activity change, negative = inhibition, actives largely listed as inhibitors; 320,000 compounds, 6.9% hits; AID 504834
#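 Two parasite generations (96 h, 37 C, 5% CO2) of compound exposure in infected erythrocytes (0.05% parasitemia, 2% hematocrit). Luciferase-reporter P. falciparum; decreased luminescence indicates inhibited growth, aimed at apicoplast-acting delayed death.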
# Pf growth 48h = P. falciparum growth inhibition at 48 hours (one generation); P. falciparum luciferase growth in erythrocytes, 48 h; Potency, µM (titrated, usually from 28.7 µM), for inactives: top-dose activity change, negative = inhibition, most hits filed as inhibitors; 310,000 compounds, 5.9% hits; AID 504832
#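 Cell-based growth assay: transgenic P. falciparum expressing firefly luciferase, cultured in red cells within RPMI 1640 containing 0.5% w/v Albumax, 24 mM bicarbonate and gentamycin. A drop in luciferase activity indicates inhibition.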
# * = called active by the depositor; u = inconclusive; [ ] = dose if it differs, or a comment. The call rests on the fitted dose curve; in most records, active means well fitted inhibition curve with a large enough effect; inconclusive means small, poorly fitted or top-dose-only effect, or another doubt; inactive means no such curve, though single readings can be large or run the other way. On the % scale 0 is the no-effect control and ±100 the full control effect; potency means the concentration at half of the fitted maximal effect.
Molecule	Pf growth 96h	Pf growth 48h
CC1C(=O)C(=O)C=CN1C (centres undefined)	-5%	u
Cc1ccc(-n2nc(C)c(C(=O)O)c2-n2cccc2)cc1	17%	6%
CCCCCCCCCCCCOCCCN	u	-11%
C[N+]1([O-])[C@H]2CC[C@H]1CC(OC(=O)[C@@H](CO)c1ccccc1)C2 (some centres undefined)	u	-15%
NC(=O)C1CCN(c2nc(-c3ccccc3Br)cs2)CC1	u	u
O=CC=O	u	-8%
C[C@@H](N)[C@@H](O)c1ccc(O)c(O)c1	0.6µM*	0%
c1ccc2[nH]ccc2c1	-18%	-12%
Cn1nnnc1Sc1ncnc2scc(-c3ccc(C(F)(F)F)cc3)c12	u	u
CC[C@@]1(c2ccccc2)NC(=O)N(C)C1=O	-22%	-19%
CC(=O)NC[C@@H]1CN(c2ccc(N3CCOCC3)c(F)c2)C(=O)O1	15µM*	-1%
O=C(COC(=O)CNC(=O)c1ccccc1Cl)Nc1ccccc1Cl	-5%	13%
CCN(CC)CCOC(=O)C(C)(c1ccccc1)c1ccccc1	11µM*	u
CCOP(=O)(OCC)c1ccc2c(c1)C(=O)c1ccccc1CC2	4.1µM*	-3%
Cn1ccc2cc(-c3ccc4ncnc(NCc5cccc(F)c5)c4c3)ccc21	3.7µM*	8.3µM*

# Next part, overlapping the part above by 5 compounds.
Molecule	Pf growth 96h	Pf growth 48h
CC(=O)NC[C@@H]1CN(c2ccc(N3CCOCC3)c(F)c2)C(=O)O1	15µM*	-1%
O=C(COC(=O)CNC(=O)c1ccccc1Cl)Nc1ccccc1Cl	-5%	13%
CCN(CC)CCOC(=O)C(C)(c1ccccc1)c1ccccc1	11µM*	u
CCOP(=O)(OCC)c1ccc2c(c1)C(=O)c1ccccc1CC2	4.1µM*	-3%
Cn1ccc2cc(-c3ccc4ncnc(NCc5cccc(F)c5)c4c3)ccc21	3.7µM*	8.3µM*
CO/N=C(/C(=O)N[C@@H]1C(=O)N2C(C(=O)O)=C(CSc3nc(C)c(CC(=O)O)s3)CS[C@H]12)c1csc(N)n1	-17%	-6%
FCOC(C(F)(F)F)C(F)(F)F	117%[activator]	2%
CC(C(=O)O)c1ccc2c(c1)Cc1cccnc1O2 (centres undefined)	1.5µM*	-7%
NC(=O)CCCCC1CCSS1 (centres undefined)	11µM*	u
Cc1ccc(Cl)c(Cn2cnc3c(cnn3C(C)(C)C)c2=O)c1F	u	u
Cc1cccc(-c2ccc3ncnc(NCc4cccc(F)c4)c3c2)c1	1.3µM*	0.042µM*
CC(NNC(=O)c1ccccc1)c1ccccc1 (centres undefined)	94%[activator]	85%[activator]
CCOC(=O)O[C@]1(C(=O)OCCl)CC[C@@H]2[C@H]3CCC4=CC(=O)C=C[C@]4(C)[C@@H]3[C@@H](O)C[C@@]21C	-21%	-19%
CC(C)NCC(O)c1ccc(N)c(C#N)c1 (centres undefined)	12µM*	-2%
Cc1ccc2nc3sc(C(=O)Nc4ccc(F)cc4)cc3cc2c1	u	u
NCCO/C=C/[C@H](N)C(=O)O	10%	5%
CN(C)[C@@H](Cc1ccccc1)c1ccccc1	-24%	0%
C=C1C(n2cnc3c(=O)[nH]c(N)nc32)C[C@H](O)[C@H]1CO (some centres undefined)	6µM*	u
C[C@H]1CC[C@@H]2[C@@H](C)[C@H]3[C@H](C[C@H]4[C@@H]5CC=C6CC(O[C@@H]7O[C@H](CO)[C@H](O)[C@H](O[C@@H]8O[C@H](CO)[C@@H](O)[C@H](O)[C@H]8O)[C@H]7O[C@H]7O[C@@H](C)[C@H](O)[C@@H](O)[C@H]7O)CC[C@]6(C)[C@H]5CC[C@]34C)N2C1 (some centres undefined)	8%	-16%
CN1C(=O)CN2CCc3ccccc3C2c2cc(Cl)ccc21 (centres undefined)	u	u

# Part of the list above, with two lines to a compound:
# Values run as follows: Pf growth 96h	Pf growth 48h
> NC(=O)CCCCC1CCSS1 (centres undefined)
→ 11µM*	u
> Cc1ccc(Cl)c(Cn2cnc3c(cnn3C(C)(C)C)c2=O)c1F
→ u	u
> Cc1cccc(-c2ccc3ncnc(NCc4cccc(F)c4)c3c2)c1
→ 1.3µM*	0.042µM*
> CC(NNC(=O)c1ccccc1)c1ccccc1 (centres undefined)
→ 94%[activator]	85%[activator]
> CCOC(=O)O[C@]1(C(=O)OCCl)CC[C@@H]2[C@H]3CCC4=CC(=O)C=C[C@]4(C)[C@@H]3[C@@H](O)C[C@@]21C
→ -21%	-19%
> CC(C)NCC(O)c1ccc(N)c(C#N)c1 (centres undefined)
→ 12µM*	-2%

# Remaining list, next part
Molecule	Pf growth 96h	Pf growth 48h
CCCCN1CC(O)C(O)C(O)C1CO (centres undefined)	u	3%
NC1=NC(S)C2N=CN=C2N1 (centres undefined)	7.6µM*	u
N#Cc1nc(Nc2cccc(Cl)c2)c2ncn(C3CCCC3)c2n1	u	-6%
CC(=O)N1CCOc2cc(S(=O)(=O)NCc3ccccc3Cl)c(Cl)cc21	-1%	0%
c1nc(NCc2ccc3c(c2)OCO3)c2cc(-c3ccc4c(c3)OCCO4)ccc2n1	u	13µM*
COc1cccc(-c2csc(N3CCC(C(N)=O)CC3)n2)c1	u	u
CC[C@@H]1/C=C(\C)C[C@H](C)C[C@H](OC)[C@H]2O[C@@](O)(C(=O)C(=O)N3CCCC[C@H]3C(=O)O[C@H](/C(C)=C/[C@@H]3CC[C@H](Cl)[C@H](OC)C3)[C@H](C)[C@@H](O)CC1=O)[C@H](C)C[C@@H]2OC	-4%	-6%
O=C1CC[C@H](C(=O)N[C@@H]2C[C@H]2c2ccccc2)N1	9%	18%
O=C(O)c1cc(=O)c2c3nc4ccccc4oc-3cc(=O)c2[nH]1	7%	u
CCN(CC)CCOCCOC(=O)C(CC)(CC)c1ccccc1 (tested in a mixture with another compound)	6.7µM*	19µM*
O=NN(CCCl)C(=O)NC1CCCCC1	4%	-9%
COc1ccc(C(=O)OCC#CCSc2nnc(-c3cccc4ccccc34)o2)cc1	2%	17%
C[C@]12CC[C@@H]3c4ccc(O)cc4C[C@@H](CCCCCCCCCS(=O)CCCC(F)(F)C(F)(F)F)C3[C@@H]1CC[C@@H]2O (some centres undefined)	6µM*	9.5µM*
CN1c2cc(O)c(N=NC(N)=O)cc2CC1S(=O)(=O)O (centres undefined)	5%	-3%
CCOC(=O)c1ccc(-n2cccc2/C=C2\NC(=O)NC2=O)cc1	43%[activator]	11%

# Two entries from above in a different format:
# Below each compound: Pf growth 96h, Pf growth 48h
CCCCN1CC(O)C(O)C(O)C1CO (centres undefined)
 : u, 3%
COc1cccc(-c2csc(N3CCC(C(N)=O)CC3)n2)c1
 : u, u

# (cont.)
Molecule	Pf growth 96h	Pf growth 48h
CC1=C[C@@H](O)CC(C)(C)[C@@H]1/C=C/C(C)=C/C=C/C(C)=C/C=C/C=C(C)/C=C/C=C(C)/C=C/C1=C(C)C[C@H](O)CC1(C)C	4.3µM*	u
CC(=O)Oc1ccc2c3c1OC1[C@@H](OC(C)=O)C=C[C@H]4[C@H](C2)N(C)CC[C@]314 (some centres undefined)	-8%	4%
CCCCCCCCCCCCCC[n+]1ccc(C)cc1	0.85µM*	0.85µM*
CC(C)CCC[C@@H](C)[C@H]1CC[C@H]2[C@@H]3CC[C@@H]4C[C@H](O)CC[C@]4(C)[C@H]3CC[C@]12C	-17%	-4%
C=C1C(CCl)(CCl)C2(Cl)C(Cl)C(Cl)C1(Cl)C2(Cl)Cl (centres undefined)	2.7µM*	1.9µM*
C/C(=C\c1cc2ccccc2o1)C1Nc2cccc3cccc(c23)N1	u	47%[activator]

# Part of the list above, as labelled records.
CC(=O)Oc1ccc2c3c1OC1[C@@H](OC(C)=O)C=C[C@H]4[C@H](C2)N(C)CC[C@]314 (some centres undefined)
  Pf growth 96h = -8%
  Pf growth 48h = 4%
CCCCCCCCCCCCCC[n+]1ccc(C)cc1
  Pf growth 96h = 0.85µM*
  Pf growth 48h = 0.85µM*

# These rows are one share of the data, so the mix of outcomes need not match the whole.
